mcGAS MS inh: mouse cGAS inhibition by mass spec. inhibition, % at 12.5 µM. Q8C6L5. recombinant mouse cGAS, cGAMP by RapidFire MS. 130,000 tested, 0.18% active;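 active = inhibition of cGAS enzyme activity at or above 60%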;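 note: enzyme stimulated by 45 bp dsDNA with ATP and GTP substrates; cGAMP share of summed cGAMP plus half ATP and half GTP signals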
Target sequence (Q8C6L5 whole entry, looked up): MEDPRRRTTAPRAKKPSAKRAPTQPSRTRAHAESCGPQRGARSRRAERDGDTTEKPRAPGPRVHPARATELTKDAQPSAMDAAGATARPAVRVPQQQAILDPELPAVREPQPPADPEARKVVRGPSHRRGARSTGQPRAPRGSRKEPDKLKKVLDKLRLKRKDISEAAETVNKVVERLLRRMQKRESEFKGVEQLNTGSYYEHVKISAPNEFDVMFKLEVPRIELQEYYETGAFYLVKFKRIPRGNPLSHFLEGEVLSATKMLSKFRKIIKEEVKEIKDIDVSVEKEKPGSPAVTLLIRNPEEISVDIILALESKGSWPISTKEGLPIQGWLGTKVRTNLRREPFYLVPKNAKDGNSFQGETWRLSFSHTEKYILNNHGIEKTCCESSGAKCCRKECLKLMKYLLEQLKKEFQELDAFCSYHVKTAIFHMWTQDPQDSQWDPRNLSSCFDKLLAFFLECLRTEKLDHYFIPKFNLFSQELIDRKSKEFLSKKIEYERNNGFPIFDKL
* hit, by the source's call; & = joins results of further samples.

#	Molecule	mcGAS MS inh
1	Cc1cc(C)c2cc(C(=O)N3CC(C)OC(C)C3)[nH]c2c1C (configuration not stated)	3.1
2	Cc1nccn1CC(C)NC1CCN(Cc2cccnc2)CC1 (configuration not stated)	-9.7
3	COCCn1c(C)cc(C=NNc2ncnc3sc(C)c(C)c23)c1C	-2.6
4	c1ccc2c(c1)[nH]c1nc3ncnn3nc12	-7.3
5	c1cnc(NCc2cccnc2N2CCc3ccccc3C2)nc1	-17.1
6	C=Cc1ccc(Cn2cc(C(=O)NCc3cccc(C(F)(F)F)c3)sc2=O)cc1	-93.4
7	CCN(C)c1ccccc1CNC(=O)CNC(=O)c1ccc(F)cc1	-5.3
8	O=C(NC1CCS(=O)(=O)C1)c1cnc(Cc2ccccc2)s1 (configuration not stated)	-7.4
9	O=C(NCCc1cnc[nH]1)c1ccc2oc(-c3ccc(C(F)(F)F)cc3)nc2c1	-4.9
10	C=CCSc1nnc(Cn2c(=O)sc3ccccc32)n1C	2.5
11	COc1ccc(NC(=O)C(=O)Nc2ccc(C(N)=O)cc2)cc1N1CCCC1=O	-9.0
12	CN1CCN2CCN(C(=O)NC(C)(C)CC(C)(C)C)CC2C1 (configuration not stated)	-18.9
13	O=C(CC(c1ccccc1)c1ccco1)NCc1cnc2ccccn12 (configuration not stated)	-17.0
14	O=C(O)CNC(=O)C(CS)Cc1ccccc1 (configuration not stated)	11.8
15	CCNC(=O)NCCC12CC3CC(CC(C3)C1)C2	-18.2
16	CCN1CC(CN(C)C(=O)NCc2ccoc2)Oc2ccccc21 (configuration not stated)	-9.5
17	CO[C@H]1O[C@@H]2O[C@@]3(C)CC[C@H]4[C@H](C)CC[C@@H]([C@H]1C)[C@@]24OO3	-6.7
18	CN(C)CCCNc1nc2cc(-c3ccc(F)cc3)sc2c(=O)n1C	-5.3
19	CCC(CC)C(CNC(=O)C1=NCC(=O)N(c2ccc(C)cc2)N1)N1CCOCC1 (configuration not stated)	-5.4
20	CCc1ccc(CNC(=O)NCC(c2ccco2)N(C)C)s1 (configuration not stated)	-7.7
21	COCC(C)NC(=O)/C=C/c1cc(C)n(-c2ccccc2)c1C (configuration not stated)	5.9
22	COC(=O)c1cc(C(=O)OC)cc(N2C(=O)C3Cc4cc(OC)c(OC)cc4CN3C2=S)c1 (configuration not stated)	-6.9
23	COc1ccc(CN2C(=O)CC(C(=O)O)SC2=Nc2ccccc2)cc1 (configuration not stated)	-7.1
24	O=C(Cn1cnc2sccc2c1=O)NCCc1ccc(F)cc1	-15.0
25	CNc1nnc(SCC(=O)NCCCSc2ccccc2)s1	-6.9
26	C1CCc2nnc(C3CCCN(Cc4nnnn4C4CC4)C3)n2CC1 (configuration not stated)	-9.3
27	O=C(Cc1cccs1)Nc1nnc(-c2cc3ccccc3o2)o1	-6.0
28	COc1nc(C)c(C(=O)NC(C)c2ccc(O)c(F)c2)s1 (configuration not stated)	-7.7
29	CCOc1ccc(OCCSc2nc(N)cc(N)n2)cc1	-4.0
30	CC(=O)c1c(C)nn(CC(=O)N2CC(c3ccncc3)C2)c1C	-12.8

4 entries from above, as labelled records.
17) CO[C@H]1O[C@@H]2O[C@@]3(C)CC[C@H]4[C@H](C)CC[C@@H]([C@H]1C)[C@@]24OO3
  mcGAS MS inh = -6.7

11) COc1ccc(NC(=O)C(=O)Nc2ccc(C(N)=O)cc2)cc1N1CCCC1=O
  mcGAS MS inh = -9.0

5) c1cnc(NCc2cccnc2N2CCc3ccccc3C2)nc1
  mcGAS MS inh = -17.1

25) CNc1nnc(SCC(=O)NCCCSc2ccccc2)s1
  mcGAS MS inh = -6.9

Next part.
#	Molecule	mcGAS MS inh
31	CCN(CC)Cc1ccc(CNS(=O)(=O)c2c(C)noc2C)cc1	-2.0
32	CCOC(=O)N1CCC(N2CCCC(CNS(=O)(=O)c3ccc(OC)cc3)C2)CC1 (configuration not stated)	-7.8
33	O=C(c1ccc(CO)cc1)N1CCCC(CCc2cccc(C(F)(F)F)c2)C1 (configuration not stated)	-29.7
34	CC(C)(C)C(Cn1ccnc1)NC(=O)C1(N)CC1 (configuration not stated)	-11.4
35	Cc1ccc(C(=O)Nc2ncn[nH]2)c(Cl)c1	-3.6
36	N#Cc1cccc(S(=O)(=O)NC2CCCC(C(F)(F)F)C2)c1 (configuration not stated)	1.9
37	CC(C)OC(=O)c1c(NC(=O)COC(=O)C2=NNC(=O)CC2)sc2c1CCCC2	-0.1
38	Cc1oc(C)c(-c2ccccc2)c1C(=O)NCC(c1ccccc1)c1ccccc1	-5.0
39	COc1ccc(Cl)cc1NC(=O)CCC1CCCN(C(=O)C2=C(C)OCCO2)C1 (configuration not stated)	-7.6
40	CCCCn1c(SCC(=O)NCCC#N)n[nH]c1=O	-9.4
41	Cc1ccccc1CNC1(c2ccc(F)cc2)CCOCC1	-2.6
42	COC(=O)c1ccccc1COn1c(=O)c(-c2ccc(-c3ccccc3)cc2)[n+]([O-])c2ccccc21	-16.8
43	Cc1cc2c(cc1CN1CCC(CNC(=O)NC(C)C)C1)OCO2 (configuration not stated)	-2.6
44	COc1ccc(S(=O)(=O)Nc2cc(Cl)ccc2-n2cncn2)cc1	-10.6
45	O=C(NC1CCCCC1)c1cccnc1SC1CCCC1	-9.1
46	CCOC(=O)c1cnc2nc(COc3ccccc3)[nH]n2c1=O	3.2
47	COc1ccc(-c2c[n+]3c(n2-c2ccccc2)SCC3)cc1OC	-12.3
48	Cc1csc(C(C#N)C(=O)c2cnn(C)c2-n2c(C)ccc2C)n1 (configuration not stated)	-4.2
49	c1coc(Cn2ccnc2-c2ccc(-c3ccn[nH]3)o2)c1	-35.4
50	O=C(CCSc1ccc2c(c1)OCCO2)NCCN1CCOCC1	-33.3
51	CN1CCN(c2nc3c(c(=O)[nH]c(=O)n3C)n2Cc2ccc(Cl)cc2Cl)CC1	-0.5
52	COc1cccc(CN2CCC2(C)C(=O)Nc2cccc3cccnc23)c1F (configuration not stated)	-3.2
53	Cc1nnc(NC2CCCCCCC2)c(C#N)c1C	-15.3
54	CCC1CC2(O)CC(C#N)(C(=O)N2)C1(C#N)C#N (configuration not stated)	-2.6
55	Cc1nc(SCc2nc3ccccc3[nH]2)c2ccccc2n1	-4.4
56	CNC(=O)Cn1c(CO)c[nH]c1=S	-3.7
57	COc1cccc([C@@H]2CCN(C(=O)c3nc4ccccc4[nH]3)C[C@H]2O)c1	-30.7
58	Cc1cc(=O)[nH]c(-n2nc(-c3cccs3)cc2NC(=O)c2ccccc2Cl)n1	-0.2
59	CN(C)CC(=O)N1CCCCC1CCc1ccccn1 (configuration not stated)	-1.5
60	O=C(C1CCC1)N1CCCC(OCc2cc(F)ccc2F)C1 (configuration not stated)	-3.5
61	Cc1cc(C2=[N+]([O-])C(C)(C)C(c3ccc(F)c(C)c3)=[N+]([O-])C2(C)C)ccc1F	33.2
62	Cn1c(=O)c2c(nc(NCCO)n2Cc2ccccc2)n(C)c1=O	7.3
63	COc1ccccc1NC(=O)NCCNc1ccc(Nc2cc(C)ccn2)nn1	-7.1
64	Fc1ccccc1Cc1noc(CNCc2cn3cccnc3n2)n1	-16.5
65	CN(C)/C=C/c1c(C#N)c(=O)ncn1Cc1ccccc1	-9.6
66	COc1cc(CNC(=O)Nc2ccc(C)c(F)c2)ccn1	-24.5
67	CN1CCN(C(=O)C2CC(=O)N(C3CCCCC3)C2)CC1 (configuration not stated)	-0.9
68	O=C1CCCc2c1nn(-c1ccccc1)[n+]2[O-]	-20.9
69	Cc1ccc(S(=O)(=O)N2CCOC2CNC(=O)C(=O)NCCCN(C)C)cc1 (configuration not stated)	-1.4
70	CC1ON=C(C2CC2)N(Cc2cccc(F)c2)C1=O (configuration not stated)	-3.0
71	CCCc1[nH]nc2c1C(c1c(F)c(F)c(F)c(F)c1F)C(C#N)C(=N)O2 (configuration not stated)	-3.5
72	CC(C)N(Cc1cccc(Cl)c1)Cc1cnn(C)c1	-14.9
73	Cc1c(C#N)sc(N)c1C#N	1.8
74	CCOCCn1c(=O)c2c(nc3n(CCc4ccccc4)c(C)cn23)n(C)c1=O	-8.0
75	CCOC(=O)CCNC(=O)N1CCC(CCC(=O)Nc2cccc(OC)c2)CC1	-4.5
76	Cn1cc(OCc2ccccc2)c(=O)cc1C(=O)NCc1ccc(S(N)(=O)=O)cc1	-4.6
77	COc1cccc(C(=O)NCC2CCCN(C(=O)c3cnsn3)C2)c1OC (configuration not stated)	-1.4
78	COc1ccccc1NC(=O)C(C)S(=O)(=O)Cc1cc(=O)n(C)c(=O)n1C (configuration not stated)	-30.8
79	CC(C(=O)c1ccc(Cl)cc1Cl)n1c[n+](N)cn1 (configuration not stated)	0.7
80	CCOc1ccc(CC(=O)Nc2c(C)nc3ccc(C)cn3c2=O)cc1	-19.6
81	Cc1cc(CSC(C)C(=O)Nc2ccc(F)c(Cl)c2)on1 (configuration not stated)	-4.5
82	Cc1ccc(C2CC(c3cccs3)=NN2C(=O)CSc2nc3c(cnn3CCO)c(=O)[nH]2)cc1 (configuration not stated)	-30.4
83	CC1CC(=Nc2ccccc2N)CC(=O)O1 (configuration not stated)	-6.4
84	S=c1[nH]nc(-c2ccc(Br)cc2)o1	4.0&14.6
85	c1cnc(NC2CCN(c3ncnc4c3CCNC4)CC2)nc1	-11.8
86	Cc1nnsc1CN(C)C(=O)c1csc(Cc2ccccc2)n1	-15.5
87	CCOc1ccc(NS(=O)(=O)c2cc(C)ccc2N)cc1Br	2.1
88	Cc1cc(C(=O)N2CCC2(C)C(=O)NS(=O)(=O)c2ccc(C#N)cc2)nn1C (configuration not stated)	-6.6
89	CC(C)N(Cc1nccn1C)C(=O)C1CCOC1 (configuration not stated)	-10.5
90	Cc1cc2oc(=O)cc(-c3oc4ccccc4c3N)c2cc1Cl	-9.8

A different layout for 2 compounds above:
nr	mcGAS MS inh	canonical_smiles
73	1.8	Cc1c(C#N)sc(N)c1C#N
74	-8.0	CCOCCn1c(=O)c2c(nc3n(CCc4ccccc4)c(C)cn23)n(C)c1=O

Structures above with a COOH group, in the order listed:
#	Molecule	mcGAS MS inh
14	O=C(O)CNC(=O)C(CS)Cc1ccccc1 (configuration not stated)	11.8
23	COc1ccc(CN2C(=O)CC(C(=O)O)SC2=Nc2ccccc2)cc1 (configuration not stated)	-7.1

Further results
entry	SMILES	mcGAS MS inh
91	O=C(O)c1cc(-c2ccccc2F)cc(S(=O)(=O)NCc2ccccn2)c1	7.7
92	N#Cc1nc(-c2ccc(Cl)cc2)oc1NC1CC1	-13.9
93	CCOc1ccc(/C=C2/N=C(c3ccccc3)N(C)C2=O)cc1OCC	-0.7
94	Cc1cc(C(=O)Nc2ccc(-n3nncc3C(F)(F)F)cc2)n(C)n1	-1.5
95	CN(C)CCc1c[nH]c2ccc(Cn3cncn3)cc12	-9.3&2.8
96	CCc1cc2c(=O)n(Cc3nn4c(=O)cc(C)nc4s3)cnc2s1	1.6
97	CC1=Nc2cc(C)c(C)cc2NC(=O)C1	-6.2
98	COc1cc(CN2CCCC(CCc3ccc(F)cc3)C2)ccc1O (configuration not stated)	18.6
99	C1CCC(OCCCNC2C3CC4CC(C3)CC2C4)CC1 (configuration not stated)	-1.5
100	COc1ccc(NC(=O)c2csnn2)c(NC(=O)C(C)C)c1	-5.2
101	CCCC(=O)Nc1ccc(CC(=O)NCc2cnc(C)cn2)cc1	-4.5
102	C=CCOC1CCCN(C(=O)c2cc(OC)cc(OC)c2)C1 (configuration not stated)	-8.3
103	COc1ccc(C)cc1CC(=O)Nc1ncc(C)s1	-0.5
104	COc1ccccc1/C(N)=N\OC(C)c1nc(C(C)(C)C)no1 (configuration not stated)	-0.6
105	CCOC1CCCN(C(C)CO)C1 (configuration not stated)	-0.8
106	CCCCCc1nnc(N)s1	-0.9
107	O=C(Nc1nccs1)C(Sc1ccccc1)c1ccccc1 (configuration not stated)	-5.4
108	O=S(=O)(Nc1ccn(Cc2cccnc2)n1)c1cccc(C(F)(F)F)c1	-6.0
109	c1ccc(-n2cccc2CN(Cc2cccnc2)Cc2ccc3c(c2)OCO3)nc1	-7.7
110	OCc1nc2ccccc2n1CC(O)COc1ccccc1 (configuration not stated)	-0.9
111	Cc1c(NCc2cccnc2)cccc1C(=O)N1C[C@H](OC(C)C)[C@@H](O)C1	-4.4
112	Cc1cccc(C2(NC(=O)CC3C=CS(=O)(=O)C3)CCCC2)c1 (configuration not stated)	1.1&4.5
113	O=C1N/C(=C\c2ccc(I)cc2)c2ccccc21	-5.4
114	Cc1nc2sc3c(c2c(=S)[nH]1)CCCC3	49.7
115	CCN(CC)CCN(Cc1ccccc1)C(=O)C1CCC(=O)N1 (configuration not stated)	-6.4
116	CCOC(=O)c1nn(-c2ccccc2)c(=O)cc1NCCC(c1ccccc1)c1ccccc1	-5.2
117	O=C(CC1(N2CCOCC2)CCCC1)NC1CCC(O)CC1 (configuration not stated)	-11.1
118	Clc1ccc2oc(-c3ccccn3)nc2c1	-6.9
119	COC(=O)c1ccc(CN2C(=O)C(CCc3ccccc3)ON=C2c2cnccn2)o1 (configuration not stated)	-3.8
120	Cn1nc2c(c1C(=O)N1CCc3ccc(NC(=O)c4ccccc4Cl)cc3C1)CCCC2	-1.6
121	CC1(C(=O)NCCCN2CCCC2=O)CCN1Cc1cc2ccccc2o1 (configuration not stated)	-7.6
122	O=c1ccc(-c2ccc(F)cc2)nn1CCCNS(=O)(=O)/C=C/c1ccccc1	3.7
123	COc1ccc(NC(=O)C2(C)CCN2CCCc2ccccc2)cc1OC (configuration not stated)	-7.1
124	O=C(NCc1ccncc1)c1coc(COc2cccc(C(F)(F)F)c2)n1	-2.1
125	Cn1nnc2c(N3CCN(C(=O)c4cccc5ccccc45)CC3)ncnc21	-0.9
126	CCN(Cc1ccccc1)C(=O)c1ccc(CS(C)(=O)=O)o1	3.3
127	CCOC(=O)c1sc(-c2cc(C)cc(C)c2)cc1N	-8.4
128	O=C(Nc1ccc(F)c(-c2nnc3n2CCCCC3)c1)c1cc(F)c(F)cc1Cl	-9.3
129	CN(Cc1nccn1Cc1ccccc1)S(=O)(=O)NCc1ccccc1	-3.0
130	COc1cc(OC)cc(C(=O)NCCc2cc3ccc(C)c(C)c3[nH]c2=O)c1	-5.3
131	O=C(NNC(=O)c1cc2c(s1)CCCC2)c1ccco1	17.2
132	Cc1cc(OCCCC(=O)N2CCC(NC(=O)c3ccccn3)CC2)ccc1Cl	-13.6
133	CC(Nc1ccc(N(C)Cc2ccccc2)cc1)C(=O)NC(N)=O (configuration not stated)	-10.0

Not all compounds are listed (hit frequency here may not be typical).
